# Screens: PubChem BioAssay, Fisher Drug Discovery Resource Center
# hcGAS lum: inhibitors of human cGAS; Q8N884; recombinant h-cGAS, ATP depletion, Kinase-Glo luminescence; inhibition, % at 12.5 µM; 290,000 compounds, 0.081% hits; AID 1259398;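 also: 0% = vehicle reaction and 100% = reaction without DNA for no activity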
# Target sequence (Q8N884 whole entry, looked up): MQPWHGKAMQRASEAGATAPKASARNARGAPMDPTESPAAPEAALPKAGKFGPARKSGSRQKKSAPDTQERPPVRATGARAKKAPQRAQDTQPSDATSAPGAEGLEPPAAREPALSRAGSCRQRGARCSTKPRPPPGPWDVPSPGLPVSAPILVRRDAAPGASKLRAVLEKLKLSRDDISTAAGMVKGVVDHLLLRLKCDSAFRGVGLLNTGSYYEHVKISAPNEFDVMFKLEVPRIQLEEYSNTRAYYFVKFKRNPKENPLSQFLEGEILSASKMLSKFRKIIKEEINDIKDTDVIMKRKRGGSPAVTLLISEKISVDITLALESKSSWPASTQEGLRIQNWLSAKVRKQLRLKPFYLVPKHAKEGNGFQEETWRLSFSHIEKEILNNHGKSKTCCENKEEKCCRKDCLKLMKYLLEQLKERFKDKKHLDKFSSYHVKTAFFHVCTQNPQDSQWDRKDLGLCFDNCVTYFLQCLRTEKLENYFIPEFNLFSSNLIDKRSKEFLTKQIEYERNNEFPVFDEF
# NPYLR7 agonist: mosquito NPYLR7 agonism. HEK293T NPYLR7/Galpha15, GCaMP6s calcium fluorescence. activation, % at 10 µM. 270,000 compounds, 0.15% hits; in the data active = activation above about 40%;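 also: 0% = vehicle and 100% = reference agonist at the receptor; some compounds past the cut are filed as inactive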
# mcGAS inh: mouse cGAS inhibition by luminescence; Q8C6L5; recombinant cGAS, Kinase-Glo ATP depletion luminescence; inhibition, % at 12.5 µM; 160,000 compounds, 0.15% hits;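 also: 0% = negative control wells and 100% = reference inhibitor with no enzyme activity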
# Starred values were filed as active, the others as inactive; / = not tested or not shown; & = joins results of further samples. Rule as the data show it, unless noted: active = inhibition above about 40%; inactive = the rest.
# Start of the listing, in advance:
# Results follow in this order: hcGAS lum	NPYLR7 agonist	mcGAS inh
- CCCC(O)CN(CCC(C)C)Cc1cccs1 (stereo not drawn)
 : -2	22	-5
- COc1ccc(F)c(CN2CCCC3(CCN(C(=O)c4cn5ccccc5n4)C3)C2)c1 (stereo not drawn)
 : -10	8	/
- O=C(NCc1ccccn1)c1nn(-c2ccc(F)cc2)c(=O)n(Cc2ccccc2F)c1=O
 : -4	13	-6

# All compounds of this part (from the top)
# Results follow in this order: hcGAS lum	NPYLR7 agonist	mcGAS inh
- CCCC(O)CN(CCC(C)C)Cc1cccs1 (stereo not drawn)
 : -2	22	-5
- COc1ccc(F)c(CN2CCCC3(CCN(C(=O)c4cn5ccccc5n4)C3)C2)c1 (stereo not drawn)
 : -10	8	/
- O=C(NCc1ccccn1)c1nn(-c2ccc(F)cc2)c(=O)n(Cc2ccccc2F)c1=O
 : -4	13	-6
- CC(C)Cn1ccnc(NC2CCCCC2)c1=O
 : -20	/	-7
- CC(c1ccccc1Cl)n1ccnc1-c1ccc(S(C)(=O)=O)cc1 (stereo not drawn)
 : 0	4	/
- Cn1cc(C(=O)NCc2ccc(Br)cc2Cl)cn1
 : -5&-3	6&6	-16
- COc1ccc(CCNC(=O)NCc2nnnn2-c2ccc(C)cc2)cc1
 : -6	5	-6
- Cc1nc2ccc(C(=O)NCCCn3ccnc3)cn2c1N(C)CC1CCCCC1
 : -7	-4	-3
- CC(=O)c1cccc(NC(=O)CCn2nc(C)nc2C)c1
 : -9	0	-8
- CCOC(=O)c1c(CN2CCN(C)CC2)n(-c2ccccc2)c2cc(Br)c(O)cc12
 : -3	-7	-3

# Results follow in this order: hcGAS lum	NPYLR7 agonist	mcGAS inh
- CCCCN(CC(N)=O)C(=O)/C=C/c1ccc(C2CC2C)o1 (stereo not drawn)
 : -5	-4	/
- CC(=NNc1ccc(C(F)(F)F)cn1)c1ccc2c(c1)Nc1ccccc1S2
 : -5	8	/
- O=C(c1cc(C2CCCCN2C(=O)OCCF)on1)N1CCOCC1 (stereo not drawn)
 : -9	4	-7
- Cc1nc(N2CCN(C(=O)C(C)C)CC2)c2c3c(sc2n1)CCCC3
 : -10	14	/
- Cc1nc(SCC(=O)N2CC3(C)CC2CC(C)(C)C3)c2c3c(sc2n1)CCCC3 (stereo not drawn)
 : -2	3	1
- Cc1c(C(C)NC(=O)C[n+]2cc(=O)o[nH]2)cnn1-c1cccc2ccccc12 (stereo not drawn)
 : -7	7	/
- CSCC(=O)N(CC1CCN(Cc2ccccc2C)CC1)CC1CCCO1 (stereo not drawn)
 : -7	2	/
- Cc1ccc2sc(N3CCN(C(=O)C4=COCCO4)CC3)nc2c1C
 : -5	-6	-7
- Cc1cc(=O)n2c(-c3ccc(NS(C)(=O)=O)cc3)csc2n1
 : -3	-6	-6
- CCn1nc(C)cc1C(=O)NCc1cccnc1N1CCOCC1
 : 0	5	/

# Results follow in this order: hcGAS lum	NPYLR7 agonist	mcGAS inh
- Cc1cnc(Cn2cnc(-c3ccccc3)c2COCc2ccccc2)cn1
 : -1	12	-17
- Clc1ccc(CN2CCN(Cc3nc4ccccc4s3)CC2)s1
 : -8	6	/
- Cc1cc(C)c2nc(NC(=O)Cn3cncn3)sc2c1
 : 2	1	/
- CC1(C(=O)NC2Cc3ccccc3C2)CCN1C(=O)Cc1ccc(-c2ccccc2)cc1 (stereo not drawn)
 : -5	5	-4
- O=C(c1ccno1)N1CCC(Cc2ccc(F)cc2)CC1
 : -4	-5	-5
- O=C(NC1CC1)C1CCN(C2CCN(Cc3ccc4c(c3)OCCO4)CC2)CC1
 : -5	-4	-4
- Cc1cc(NC(=O)N(C)C2CCCc3ccccc32)no1 (stereo not drawn)
 : -6	-6	/
- CCC(CC)C(=O)Nc1cc(C)nn1-c1nc2c(cnn2-c2cccc(C)c2)c(=O)[nH]1
 : -3	/	0
- CCOc1ccc(C(=O)Nc2cc(C)nn2-c2nc(C)c(C)c(=O)[nH]2)cc1OCC
 : -8	13	-8
- O=[N+]([O-])c1cc2c(c(CSc3nnc4sc5ccccc5n34)c1)OCOC2
 : -8	-1	/

# Results follow in this order: hcGAS lum	NPYLR7 agonist	mcGAS inh
- CC(C)N1CCC(CNc2cnn(C)c(=O)c2Br)C1 (stereo not drawn)
 : -13	-5	/
- CN(C)c1cccc(-c2cc(Nc3ccccc3)ncn2)c1
 : 5	-9	/
- CC1=CC(=NOS(=O)(=O)c2ccccc2)C(C)=CC1=O
 : -9	-3	-2
- COc1cc(OC)c(OC)cc1CN
 : -2	0	-6
- Cc1nc(C(C)(C)C)sc1C(=O)Nc1ccc(-c2csnn2)cc1
 : -9	3	/
- Cc1cc[n+](C2=C(c3c(C)[nH]n(-c4ccc(F)cc4)c3=O)C(=O)N(C3CCCCC3)C2=O)cc1
 : 3	-8	1
- O=C(CCc1cccs1)N1CCOC(CCCc2ccccc2)C1 (stereo not drawn)
 : -8	21	/
- COc1cc2c(CCNC(C)=O)c[nH]c2cc1O
 : -1	-1	-3
- c1ccc(-c2cnn3cc(CN4CCNC(c5ccccc5)C4)cnc23)cc1 (stereo not drawn)
 : -6	12	/
- CCC(COC)n1cnc(-c2ccccc2)c1-c1cccc2nonc12 (stereo not drawn)
 : -2	19	/

# A draw from above in order of formula weight, low to high.
# Results follow in this order: hcGAS lum	NPYLR7 agonist	mcGAS inh
- COc1cc2c(CCNC(C)=O)c[nH]c2cc1O
 : -1	-1	-3
- CN(C)c1cccc(-c2cc(Nc3ccccc3)ncn2)c1
 : 5	-9	/
- CC1=CC(=NOS(=O)(=O)c2ccccc2)C(C)=CC1=O
 : -9	-3	-2
- CC(C)N1CCC(CNc2cnn(C)c(=O)c2Br)C1 (stereo not drawn)
 : -13	-5	/
- CCC(COC)n1cnc(-c2ccccc2)c1-c1cccc2nonc12 (stereo not drawn)
 : -2	19	/
- Cc1nc(C(C)(C)C)sc1C(=O)Nc1ccc(-c2csnn2)cc1
 : -9	3	/
- c1ccc(-c2cnn3cc(CN4CCNC(c5ccccc5)C4)cnc23)cc1 (stereo not drawn)
 : -6	12	/

# Carrying on.
# Results follow in this order: hcGAS lum	NPYLR7 agonist	mcGAS inh
- COC(=O)C(=O)NC1CCc2[nH]c3cc(C)ccc3c2C1 (stereo not drawn)
 : -4	23	-6
- CC1c2ccsc2CCN1C(=O)c1cccc(CS(C)(=O)=O)c1 (stereo not drawn)
 : -5	11	/
- COc1cccc(C(C2Sc3nc(C)nn3C2=O)N2CCC(C)CC2)c1 (stereo not drawn)
 : -6	6	/
- CC(NC(=O)c1ccc(OCc2ccccc2C#N)cc1)c1cccs1 (stereo not drawn)
 : -6	11	/
- Cc1ccc(CN(Cc2ccccc2)C(=O)CN(CC(C)C)S(=O)(=O)c2cccc(C(F)(F)F)c2)o1
 : -1	1	-4
- COc1cccc(CN(Cc2ccc(F)cc2)CC(O)Cc2ccccc2)c1 (stereo not drawn)
 : -2	-2	-1
- CCc1oc(C(=O)N2CCN(CC(=O)O)C(=O)C2C)cc1CN1CCCC1 (stereo not drawn)
 : -3	4	/
- CC1CN(C(C)(C)CNC(=O)c2ccc[nH]c2=O)CC(C)O1 (stereo not drawn)
 : -7	-6	/
- COCCNC(=O)c1ccc(CSc2nc(-c3ccccc3)cc(N(C)CCc3ccc(OC)c(OC)c3)n2)o1
 : -2	12	0
- O=C(O)CCc1ccc(-c2ccc(Br)cc2)[nH]1
 : -8	14	/

# Results follow in this order: hcGAS lum	NPYLR7 agonist	mcGAS inh
- CC1CCN(S(=O)(=O)N2CCCC(C(=O)NC3CCCC3)C2)CC1 (stereo not drawn)
 : 0	-1	/
- COc1ccc(S(=O)(=O)N(CC(=O)N2CCc3sccc3C2c2ccc(Cl)cc2Cl)CC2CCCO2)cc1 (stereo not drawn)
 : -8	15	-6
- COc1ccc(CN2CCCC(Nc3ccccc3)C2)cc1OC (stereo not drawn)
 : -1	-6	/
- CC(NC(=O)c1nn(-c2ccc(F)cc2)c(=O)n(Cc2ccccc2F)c1=O)c1ccccc1 (stereo not drawn)
 : 1	-6	0
- Nc1nc(=S)c2ncn([C@@H]3O[C@H](CO)[C@@H](O)[C@H]3O)c2[nH]1
 : -7	-4	/
- O=C(NNS(=O)(=O)c1cccs1)C12CC3CC(CC(C3)C1)C2
 : -2	2	/
- Cc1cccc(C(=O)N2CCN(c3ccccc3-c3ccccc3)C(=O)C2C)c1 (stereo not drawn)
 : -3	-2	-3
- CO[C@H]1CN(C)[C@@H]2Cc3c([nH]c4ccccc34)[C@@H]1C2
 : -2	25	-7
- CCOC(=O)C1=C(C)N=c2s/c(=C\c3ccc(-c4ccc(C)cc4[N+](=O)[O-])o3)c(=O)n2C1c1ccccc1 (stereo not drawn)
 : 0	4	-2
- CS(=O)(=O)c1cccc2c1CCCN2C(=O)/C=C/c1ccsc1
 : -3	3	/

# Results follow in this order: hcGAS lum	NPYLR7 agonist	mcGAS inh
- O=C(c1ccc(=O)[nH]c1)N1CCN(Cc2nc3ccccc3n2Cc2ccccc2)CC1
 : 0	0	/
- Cc1nc(C(=O)NC(c2ccc(Cl)cc2)c2cccnc2)cs1 (stereo not drawn)
 : -5	2	/
- O=C(CCC1CCCN(C(=O)/C=C/c2nc3ccccc3s2)C1)NC1CC1 (stereo not drawn)
 : -8	5	/
- CCN(CC)S(=O)(=O)c1ccc(N2CCOCC2)c(NC(=O)C2Cc3ccccc3S2)c1 (stereo not drawn)
 : 0	/	-3
- Cc1ccc(-c2noc(CCN(Cc3ccco3)CC(O)COc3ccccc3C)n2)cc1 (stereo not drawn)
 : -8	5	-4
- NC(=O)c1csc(N2CCC(CO)(Cc3ccccc3)CC2)n1
 : -1	-4	-13
- CCC(C)Nc1cc(C)nc2c(-c3ccccc3Cl)cnn12 (stereo not drawn)
 : 0	-3	-5
- Cc1nc2ccc(C(=O)NCCN(C)C)cn2c1N(C)C=O
 : -1	3	0
- CCCCCCn1c(CN2CCN(C(=O)OCC)CC2)nc2c1c(=O)n(C)c(=O)n2C
 : -7	1	/
- Cc1nnc(-c2cc3ccccc3n2CC(=O)Nc2ccc(Cl)cc2)o1
 : -5	-9	-10

# Results follow in this order: hcGAS lum	NPYLR7 agonist	mcGAS inh
- Cc1cc(C)nc(SCc2cc(=O)c(OC(=O)C3(c4ccc(Cl)cc4)CCCC3)co2)n1
 : 0	-23	-1
- CCOC(=O)CCC(=O)N1CCN(C(=O)CN2CCc3sccc3C2c2ccccc2)CC1 (stereo not drawn)
 : -4	10	-5
- CC(C)CN1CCN(C(=O)NCc2ccc(F)cc2)C(C)C1=O (stereo not drawn)
 : -5	15	/
- FC(F)(F)c1c[nH]c(=S)c(Cl)c1
 : -5	8	-7
- Cc1ccc(C(=O)Nc2c(C)nc3scc(C)n3c2=O)cc1C
 : -1	9	-3
- CCc1nc2ccc(C(=O)NCCc3ccccn3)cn2c1N(C)C(=O)C1CCCCC1
 : 1	-9	2
- CCOc1ccc(-c2nc(CN(C)C(C)c3cccc(OC)c3)c(C)o2)cc1 (stereo not drawn)
 : -4	4	/
- COCCN(CC(=O)N(CCc1c[nH]c2ccccc12)Cc1ccccc1OC)C(=O)CCC1CCCC1
 : -9	0	-3
- CCOC(=O)C1CCN(C(=O)CC(c2cccc(C(F)(F)F)c2)c2c[nH]c3c(CC)cccc23)CC1 (stereo not drawn)
 : 1	/	-2
- CC(C)(C)N1CC(c2nc3ccccc3n2CCOc2ccccc2Cl)CC1=O (stereo not drawn)
 : -11	3	-3

# Results follow in this order: hcGAS lum	NPYLR7 agonist	mcGAS inh
- N#CCOc1ccc(NC(=O)CCOc2ccc(F)cc2Cl)cc1
 : -8	-1	/
- O=C(NC1(c2cccc(Br)c2)CCC1)c1n[nH]c(=O)c2ccccc12
 : -2	4	/
- Cc1cc(C)n(-c2ccc(NCC(C)(C)S(C)(=O)=O)nn2)n1
 : -9	-19	/
- COCCNC(=O)c1cccc(-c2nc3c(NCCc4ccccn4)nccc3[nH]2)c1
 : -5	-4	-9
- COc1ccc(N2C(=O)C(c3c(C)[nH]n(C(C)(C)C)c3=O)=C(N3CCC(C)CC3)C2=O)cc1
 : -4	23	-4
- CCc1ocnc1C(=O)NCc1cc2c(O)n(C3CCCC3)cc2nc1OC
 : -6	/	-17
- CCOC(=O)c1cc(-c2ccc(CC)cc2)n(-c2ccc(C(=O)NCc3cc(F)cc(F)c3)cc2)n1
 : -4	4	-7
- Cc1cccc(C(=O)NC2CCN(c3ccccc3C(=O)NCc3ccccc3F)CC2)c1
 : -4	18	-5
- CSc1cc(-c2csc(C(C)C)n2)ccc1NC(C)=O
 : -10	0	/
- Cc1cccc(Nc2ncnc3c2nnn3C)c1C
 : -10	10	/

# Results follow in this order: hcGAS lum	NPYLR7 agonist	mcGAS inh
- O=C(O)c1cccnc1CN1CCc2[nH]c3ccccc3c2C1
 : -4	16	/
- CN1C[C@H]2CNC[C@@]2(C(=O)NCCCn2nccc2C2CC2)C1
 : -8	/	-5
- CCC(C)NC(=O)Cn1cnc2ccccc2c1=O (stereo not drawn)
 : -19	18	-4
- COc1cc2c(cc1OC)C(c1c(F)cccc1Cl)N(C(=O)C1(c3ccc(Cl)cc3)CCCC1)CC2 (stereo not drawn)
 : -4	24	-5
- CCC(C)c1cc(S(=O)(=O)NCc2ccc3c(c2)OCO3)ccc1OC (stereo not drawn)
 : 2	5	1
- Cc1cc(CSc2ncccc2C(=O)N(C)C)no1
 : 1	10	/
- CN1CC2(CCN(Cc3nc4ccsc4c(=O)[nH]3)CC2)CC1C(=O)O (stereo not drawn)
 : -6	6	/

# Rows are unselected; about 0.26% have a hit in one of these screens.
